Assay outcomes as filed in PubChem.
S3 lipid droplet = qHTS Assay for Lipid Storage Modulators in Drosophila S3 Cells. Drosophila S3 cells, BODIPY lipid droplet fluorescence, 18-24 h; cells fed with added oleic acid. actives 0.64% (n = 320,000). lipid storage change, negative = inhibition, % at the top dose, mostly 46.1 µM; hits show Potency in µM; active means well fitted inhibition curve with a large enough effect in the signal ratio, with a control signal flat, not every such curve was filed as active; inconclusive means small, poorly fitted or top-dose-only effect, or effect the other way, or a change in a side signal; the % refers to the signal ratio
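Laser-scanning cytometry quantifies lipid droplet accumulation (500–530 nm total intensity; droplet/cell object ratio) in oleic acid-fed (400 uM added) Drosophila S3 cells treated with a concentration series. 20 uM Triacsin C defined 100% inhibition.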
S3 lipid droplet cell count max = further read-out of S3 lipid droplet, marked with its call; cell number change, %; measured here: cell count max response;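 cells counted by Cell Tracker Red CMTPX staining in the red channel; peak over a dose series mostly up to 46.1 µM; percent activity relative to internal control wells on each plate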
An asterisk follows results filed as active; i = inactive; ? = inconclusive; . = no result given; [ ] = another dose, or the depositor's remark. On the % scale 0 is the no-effect control and ±100 the full control effect; potency means the concentration at half of the fitted maximal effect. Some of the compounds tested; rates above refer to the full screens.

SMILES	S3 lipid droplet	S3 lipid droplet cell count max
CCOC(=O)c1nn(-c2ccccc2Cl)c(=O)cc1OCC(=O)Nc1cccc(OC)c1	?	.
CCOC(=O)C1=C(C)N=C2SC(C)C(=O)N2C1/C=C/c1ccccc1OC (centres undefined)	?	.
Cc1cccc(-n2cnc3cc(C(=O)N4CCc5ccccc54)ccc32)c1	?	.
Cc1cccc(NC(=O)c2ccccc2NC(=O)c2ccco2)c1	-29%	14
CCOc1cc(/C=N\NC(=O)c2ccc(NC(=O)C(C)(C)C)cc2)ccc1OC(=O)c1ccc(C)cc1	?	.
CCOC(=O)N1CCN(C(=O)c2cc3cc(Br)ccc3oc2=O)CC1	?	.
Cc1ccc(S(=O)(=O)N2CCCC2C(=O)NC2CCCCC2)cc1 (centres undefined)	-10%	-19
C/C(=N\N=C1/NC(=O)C(C)S1)c1ccc([N+](=O)[O-])cc1 (centres undefined)	8%	.
Oc1ccc(C[C@@H]2CNCCN2CCC23CC4CC(CC(C4)C2)C3)cc1	?	.
COc1cccc(/C=C/C(=O)OCC(=O)N2CCCc3ccccc32)c1	24%	25
CC(C)CC(=O)NC(=S)Nc1nc(-c2ccccc2)cs1	0%	-13
O=C1C2C3C=CC(C3)C2C(=O)N1c1cccc(-c2nc3ccccc3o2)c1 (centres undefined)	?	.
CCCCOc1ccc(C(=O)NCCOc2cccc(OC)c2)cc1	-19%	13
O=C(Nc1ccc(Cl)c(Cl)c1)C1CCCCC1	7%	2
O=C(NCCc1ccccc1)C1CCN(C(=O)c2ccc(F)cc2)CC1	?	.
CC(C)(C)NC(=O)C(c1ccc(F)cc1)N(Cc1ccco1)C(=O)CCC(=O)Nc1ccccn1 (centres undefined)	?	.
O=C(NCCCn1ccnc1)c1cc(-c2ccc(Cl)cc2)nc2ccccc12	?	.
CCOc1ccc(C2CC(c3c(O)c4ccccc4oc3=O)=NN2c2ccccc2)cc1OC (centres undefined)	-11%	1
COc1ccc(NC(=O)CN(C)C(=O)CCSc2ccc(C)cc2)cc1	24%	.
CCOC(=O)c1c(NC(=O)COC)sc(C)c1C	?	.
O=C(c1ccc([N+](=O)[O-])cc1)N1CCN(c2cccc3[nH]ccc23)CC1	2%	17
NC(=O)C1CCN(c2oc(/C=C/c3ccc(F)cc3)nc2S(=O)(=O)c2ccccc2)CC1	?	.
COc1ccc(OC)c(C2=NOC(C(=O)NCc3ccccn3)C2)c1 (centres undefined)	?	.
N#C/C=C/N1CCC(Cc2ccccc2)CC1	?	.
C=CCn1c(SCc2cccc3ccccc23)nnc1-c1cccnc1	?	.
O=C1C2CCCN2C(=O)N1CCCN1CCN(c2ccc([N+](=O)[O-])cc2)CC1 (centres undefined)	24%	-3
CCOC(=O)C1CCCN(C2=NC(=O)/C(=C/c3ccc(O)c(OCC)c3)S2)C1 (centres undefined)	8%	3
CCOc1ccc(N=C(NC#N)SC)cc1	10%	0
O=C(COC(=O)C1(c2ccccc2F)CCCC1)NCc1cccs1	?	.
COc1ccccc1C(=O)NC(=O)COC(=O)CN1C(=O)NC(C)(C)C1=O	?	.
CCc1nnc(NC(=O)c2cc([N+](=O)[O-])ccc2N2CCOCC2)s1	-8%	-2
CCOc1ccc(N2C(=O)CC(N)C2=O)cc1 (centres undefined)	?	.
CCN(CC(=O)N1CCN(C)CC1)S(=O)(=O)c1ccc(Cl)cc1	?	.
CC(=O)NNC(=S)NC(=O)C(c1ccccc1)c1ccccc1	?	.
Cc1ccc(-c2cc(C(F)F)n3ncc(C(=O)N4CCCCC4c4cccnc4)c3n2)cc1 (centres undefined)	?	.
Cc1ccc(N2NC(=O)/C(=C/c3ccc(-c4ccc(Cl)c(C(=O)O)c4)o3)C2=O)cc1	?	.
C[C@@H]1NC(=O)[C@H](CC(N)=O)NC(=O)c2cc([N+](=O)[O-])cc(I)c2OCC[C@@H](C(=O)NC(CC(=O)O)C(N)=O)NC1=O (some centres undefined)	?	.
COc1ccc2c(c1)NC(C)(C)C=C2C	?	.
COc1cc(NC(=O)c2ccccc2)c(OC)cc1NC(=O)Cc1ccc(C)cc1	?	.
CCCN=C(N)/C(C(=O)OCC)=C(\O)c1ccc(OC)cc1	3%	-3
CCN(CC)S(=O)(=O)c1ccc(OC)c(NC(=S)Nc2cccc(C)c2)c1	i	9
COc1ccc(OC)c(NC(=O)CSc2nnc(CNC(=O)c3cccs3)o2)c1	?	.
Cc1ccc(NC(=O)COc2ccc(C(=O)c3ccccc3)cc2)c(O)c1	?	.
O=c1c2[nH]c3ccccc3c2ncn1CCN1CCOCC1	-12%[9.22 µM]	0
COc1ccc(CNC(=O)c2cc3cccc(O)c3oc2=N)cc1	?	.
c1ccc(NC(c2ccccc2)c2ccncc2)cc1 (centres undefined)	?	.
CCN1CCN(CC(=O)Nc2nc3ccccc3s2)CC1	-9%	23
O=C(O)C1CC(=O)N(c2ccc(OCc3ccccc3Cl)cc2)C1 (centres undefined)	?	.

Sorted by value in S3 lipid droplet cell count max (highest first): three from the list above
SMILES	S3 lipid droplet cell count max
CCN1CCN(CC(=O)Nc2nc3ccccc3s2)CC1	23
CCN(CC)S(=O)(=O)c1ccc(OC)c(NC(=S)Nc2cccc(C)c2)c1	9
CCCN=C(N)/C(C(=O)OCC)=C(\O)c1ccc(OC)cc1	-3

6 of the compounds above, bar-delimited.
smiles | S3 lipid droplet | S3 lipid droplet cell count max
CCN1CCN(CC(=O)Nc2nc3ccccc3s2)CC1 | -9% | 23
O=c1c2[nH]c3ccccc3c2ncn1CCN1CCOCC1 | -12%[9.22 µM] | 0
c1ccc(NC(c2ccccc2)c2ccncc2)cc1 (centres undefined) | ? | .
C[C@@H]1NC(=O)[C@H](CC(N)=O)NC(=O)c2cc([N+](=O)[O-])cc(I)c2OCC[C@@H](C(=O)NC(CC(=O)O)C(N)=O)NC1=O (some centres undefined) | ? | .
CCCN=C(N)/C(C(=O)OCC)=C(\O)c1ccc(OC)cc1 | 3% | -3
COc1cc(NC(=O)c2ccccc2)c(OC)cc1NC(=O)Cc1ccc(C)cc1 | ? | .

Carrying on.
SMILES	S3 lipid droplet	S3 lipid droplet cell count max
Cc1cc(C)c(CN2CCC(N3CCC(C(=O)NCC4CCCO4)CC3)CC2)cc1C (centres undefined)	i	.
COc1ccc(CCC(C)Nc2ccc(F)cc2)cc1 (centres undefined)	?	.
CCCc1[nH]nc2c1C(c1ccc(OCCN3CCOCC3)c(OCC)c1)C(C#N)=C(N)O2 (centres undefined)	?	.
Fc1ccc(-c2nnc(CSc3nnc(-c4ccc5c(c4)OCO5)o3)o2)cc1	?	.
CCn1c(COc2ccccc2)nnc1SCC(=O)C(C)(C)C	?	.
COc1cc(NC(=O)C(=O)NNC(=O)C2CCCCC2)c(OC)cc1Cl	?	.
COc1ccccc1OCC(=O)NN1Cc2ccccc2C1=N	?	.
O=C(c1cc2nc(-c3ccc(F)cc3)cc(C(F)(F)F)n2n1)N1CCCC1	13%	13
CS(=O)(=O)Nc1ccccc1C(=O)NCC1(N2CCCCC2)CCCCC1	?	.
COc1ccc(C)cc1NC(=O)c1ccoc1C	16%	-13
O=C(CCCCCCCC(=O)c1ccccc1)c1ccccc1	-13%	10
O=C(N/N=C/c1ccncc1)c1cccs1	?	.
O=C(/C=C/c1c(Cl)cccc1Cl)NCc1ccco1	-6%	11
COC(=O)Nc1nc(-c2cc(Cl)ccc2Cl)cs1	?	.
Cc1ccc2c(c1)NC(=O)C(N1CCOCC1)(C(F)(F)F)O2 (centres undefined)	8%	-12
COc1ccc(CCNC(=O)CCSc2nc(-c3ccco3)cc(C(F)(F)F)n2)cc1OC	?	.
Cc1nn(-c2ccc(Cl)cc2)c2sc(C(=O)c3c(N)n(C)c(=O)n(C)c3=O)cc12	-7%	-6
COc1ccc(Cl)cc1NC(=S)NNC(=O)C1(C)CC1(Cl)Cl (centres undefined)	-13%	-13
C=CCO/N=C(\C)c1c(O)c(C)c(-c2ccccc2)n(-c2ccccc2)c1=O	6%	3
COc1cccc(/C=N/N2CCOCC2)c1O	4%	8
c1ccc(CCN=C2CCCc3c2[nH]c2ccccc32)cc1	6%	4
O=C(c1cccs1)N1CCCC(c2nc3c(nnn3Cc3c(Cl)cccc3Cl)c(=O)[nH]2)C1 (centres undefined)	?	.
Cc1ccc(S(=O)(=O)NC2CCC(C(=O)O)CC2)cc1 (centres undefined)	i	22
Cc1nc(-c2ccccc2)nc(-c2ccccc2)n1	?	.
CCN(CC(=O)NCCCN1CCOCC1)S(=O)(=O)c1cc(Cl)ccc1Cl	-15%	.
CC1CN(C(=O)COc2ccc3c(-c4ccccc4)cc(=O)oc3c2)CC(C)O1 (centres undefined)	?	.
O=C(c1cccs1)N1CCN(S(=O)(=O)c2cccs2)CC1	?	.
CN1CCN(c2ccc(CNC(=O)c3ccc4c(c3)OCCO4)cc2)CC1	-11%	11
CN(C)C(=O)c1cc(C(=O)c2ccc(Cl)cc2Cl)c[nH]1	3%	-13
Cc1cccc(NCN2C(=O)c3ccncc3C2=O)n1	1%	1
C=CCOc1ccc(C(=O)Nc2ccccc2C(=O)N2CCCC2)cc1	i	-1
O=C(NC(=S)N1CCN(c2ccc([N+](=O)[O-])cc2)CC1)c1ccccc1Cl	3%	10
COC(=O)c1ccc(CN2CCC(n3nccc3NC(=O)C3CCCC3)CC2)cc1	?	.
CCOC(=O)Cn1c(S(=O)(=O)Cc2ccc(F)cc2)nc(-c2ccccc2)c1-c1ccccc1	18%	-14
COc1cc(NC(=O)CCC(=O)O)nc(OC)n1	?	.
O=C(NCc1n[nH]c(=S)n1-c1ccc(Br)cc1)c1ccc(S(=O)(=O)N2CCCCC2)cc1	?	.
Cc1c(C)n(C(=O)CSc2ncn[nH]2)c2ccccc12	?	.
Cc1ccc(S(=O)(=O)N2CCN(CC(=O)N/N=C\C(Cl)=C\c3ccccc3)CC2)cc1	13%	6
O=C(NCCc1c[nH]c2ccccc12)/C(=C/c1cccnc1)NC(=O)c1cccs1	6%	-3
COc1ccc2cc1Oc1ccc(cc1)C[C@H]1c3cc(c(OC)cc3CCN1C)Oc1c(OC)c(OC)cc3c1[C@@H](C2)N(C)CC3	?	.
COc1ccccc1CCC(=O)Nc1cc(S(=O)(=O)N2CCOCC2)ccc1N1CCCC1	?	.
Cc1cc(=O)oc2cc(NC(=O)c3cccc(F)c3)ccc12	-3%	-6
Cc1nnc(SCC(=O)Nc2ccccc2)c2ccccc12	?	.
CCOC(=O)c1c(C)[nH]c(C)c1C(=O)CSc1nnc(-c2ccco2)n1Cc1ccccc1	?	.
CC(=O)n1nc(-c2cccc(C)c2)nc1SCC(=O)Nc1ccccc1	i	.
COc1ccc(/C=C2\CCCc3c2nc2ccccc2c3C(=O)OCC(=O)c2c(N)n(C)c(=O)n(C)c2=O)cc1	?	.
CC(Oc1cccc(NC(=O)c2cccs2)c1)C(=O)c1ccccc1 (centres undefined)	?	.
COc1ccccc1NC(=O)CCC(=O)O	?	.
C=C1C[C@H](O)[C@@H]2[C@H](OC(=O)[C@H]2C)[C@H]2[C@H](C)[C@@H](O)C[C@@H]12	?	.
O=C(NCCC1=CCCCC1)C1CCC(CNS(=O)(=O)c2ccccc2)CC1 (centres undefined)	?	.
Cc1cccc(OCCCC(=O)Nc2ccc(S(N)(=O)=O)cc2)c1C	9%	17
CN(C(=O)CSc1nnc(-c2cccnc2)n1-c1ccccc1F)C1CCS(=O)(=O)C1 (centres undefined)	?	.
NC(=O)CSc1nnc(Cc2ccc3c(c2)OCO3)o1	8%	19
COc1ccc(N(CC(=O)N/N=C/c2ccc(OC)c(OC)c2)S(=O)(=O)c2ccccc2)cc1	i	.
O=C(Cn1[nH]c(=O)c2ccccc2c1=O)Nc1ccc(-c2nnc3n2CCCCC3)cc1	i	13
CCC1(C)Cc2ccccc2-c2nc(NN)[nH]c(=O)c21 (centres undefined)	?	.
O=C(CN1CCCSc2ccccc21)N1CCN(S(=O)(=O)c2cccc(F)c2)CC1	?	.
CCOC(=O)c1ccc(NC(=O)c2ccccc2N(C)S(=O)(=O)c2ccccc2)cc1	-11%	2
Cc1ccc(C(=O)NCCCNC(=O)c2ccccn2)cc1	?	.
CCn1c(SCC(=O)Nc2ccccc2N2CCCCC2)nc2c1c(=O)n(C)c(=O)n2C	?	.

Quoted from the listing:
S3 lipid droplet with NC(=O)CSc1nnc(Cc2ccc3c(c2)OCO3)o1 = 8%
S3 lipid droplet cell count max with Cc1cccc(OCCCC(=O)Nc2ccc(S(N)(=O)=O)cc2)c1C = 17
S3 lipid droplet cell count max with O=C(Cn1[nH]c(=O)c2ccccc2c1=O)Nc1ccc(-c2nnc3n2CCCCC3)cc1 = 13

(more compounds)
SMILES	S3 lipid droplet	S3 lipid droplet cell count max
CC(=O)NS(=O)(=O)c1ccc2c(c1)C(=O)c1cc(S(=O)(=O)NC(C)=O)ccc1-2	-7%	-8
COc1cc(NC(=O)C2C3CCC(O3)C2C(=O)O)cc(OC)c1 (centres undefined)	?	.
O=C(Cn1nnc(-c2ccccc2NC(=O)c2cccs2)n1)Nc1ccccc1	?	.
COc1cc2ccccc2cc1C(=O)Nc1ccc2oc(=O)ccc2c1	?	.
Cc1ccc(Nc2nc(=O)c3cccnc3s2)c(Br)c1	?	.
Cc1cnc(C(=O)OCc2c(C)cc(C(C)(C)C)cc2C)cn1	-23%	4
COc1ccc(OC)c(NS(=O)(=O)c2cccc3cccnc23)c1	?	.
CCN(C(=O)COC(=O)CCn1c(C)csc1=O)c1c(N)n(Cc2ccccc2)c(=O)[nH]c1=O	?	.
c1ccc2c(c1)CCN(CCCNc1nc3ccccc3n3cnnc13)C2	1%[9.22 µM]	.
COC(=O)c1ccc(CSc2nc3cc(Cl)ccc3o2)cc1	28%	29
